Screening data (PubChem BioAssay)
Pf apPOL inh = Pf-apPOL inhibitors, biochemical, fluorescence | Recombinant Pf-apPOL, molecular beacon fluorescence, 1.5 h | actives 0.25% (n = 210,000) | inhibition, % at 10 µM | Plasmodium falciparum apicoplast DNA polymerase (apPOL)
mHTT-CaM PPI inh = mutant huntingtin-calmodulin interaction inhibitors – biochemical, AlphaScreen, primary screen; inhibition, % at 15 µM; actives 3.6% (n = 190,000); P42858; AlphaScreen His-mHTT/GST-CaM binding, luminescence;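 note: 0% = both proteins with DMSO and 100% = one protein alone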
An asterisk follows results filed as active; i = inactive; / = no result given; & = joins results of further samples. Cut-off read from the data, not from the text of the source: active = inhibition above about 50%; inactive = the rest.

SMILES	Pf apPOL inh	mHTT-CaM PPI inh
CCN1c2ccccc2C(=O)NC12CCN(C(=O)c1ccccc1F)CC2	0	12
CCN(CC)C(=O)c1ccc2nc(NS(=O)(=O)c3ccc(C)cc3)sc2c1	-1	2
C=CS(=O)(=O)N(Cc1ccc(Cl)c(Cl)c1)C[C@@H](O)CO	0	42
COc1ccc(-n2nc(C(=O)Nc3cc(C)on3)c3ccccc3c2=O)c(OC)c1	-1	0
O=C(Cc1cccc(F)c1)N1CCN(C(=O)c2nnn3c2COC(c2ccccc2)C3)CC1 (centres undefined)	0	6
O=C(OCCOc1ccc([N+](=O)[O-])cc1)c1ccc(Br)o1	6	/
CC1CN(C(=O)c2cc(F)cc(F)c2)CC1c1nc(-c2ccncc2)no1 (centres undefined)	4	0
Cc1ccc(OCC(=O)Nc2ccccc2C(N)=O)cc1	-7	-3
Cc1cc(NS(=O)(=O)c2ccc(NC(=O)C3CC3)cc2)nc(C)n1	-5	-3
Cc1ccc(S(=O)(=O)N2CC(=O)Nc3ccccc32)cc1C	-14	-1
CCCCN1C(=O)C(C)(C(=O)Nc2ccc(OC)c(Cl)c2)Oc2cccnc21 (centres undefined)	-2	-15
CCOC(=O)C1=C(C)NC(=O)NC1c1ccc(C)o1 (centres undefined)	-16	0
O=C(CSc1nc2ccccc2o1)Nc1cccc(C(F)(F)F)c1	11	-33
CCOC(=O)c1cc(NC(=O)CC(C)(C)CC(=O)O)ccc1N1CCCCC1	-26	/
COc1ccccc1C(=O)NCc1ccc2c(c1)CCCN2C(=O)C1CC1	-2	0
O=C(NCc1ccco1)C(=O)Nc1ccc([N+](=O)[O-])cc1	-7	-1
O=C(Nc1ccc(N2CCN(c3ccccc3)C2=O)nc1)c1ccccc1	-1	-7
Cc1cc([N+](=O)[O-])nn1CC(=O)Nc1ccc(Br)cn1	-4	2
COCC(=O)N1CC2CN(S(=O)(=O)c3ccc(OC)cc3)CC(C1)O2	-4	3
Cc1cc(Br)ccc1NC(=O)CSc1nncn1-n1cccc1	-4	-3
CSc1ccc(CNC(=O)c2ccc3ncnc(N4CCCC4)c3c2)cc1	5	-2
C=CCOC(=O)CCCC(=O)NC1CCCCC1	/	-7
O=C(NCc1ccc(F)cc1)c1ccc(NC(=O)C2CC2)cc1N1CCOCC1	4	-4
O=C(Cc1ccc(F)cc1)n1nnc2ccccc21	-2	-5
Cc1ccc(-c2nc(C(=O)N(C)C)cs2)n1C	0	13
SMILES	Pf apPOL inh	mHTT-CaM PPI inh
Cc1noc(C)c1C1CCCN1C(=O)c1ccc(C#N)cc1 (centres undefined)	0	-8
O=c1[nH]c(=S)c2c(n1CCCO)CCCC2	-6	-6
O=C(COc1ccc(Cl)cc1)N1CCn2cnnc2C1	-8	-8
CN(C)CCNc1nc(-c2ccc([N+](=O)[O-])cc2)nc2ccccc12	-14	36
O=C(Nc1cccc([N+](=O)[O-])c1)C1CC(=O)N(c2ccccc2Cl)C1 (centres undefined)	-2	-2
CN1CCN(C(CNC(=O)NCc2ccccc2)c2ccc3c(c2)CCCN3C)CC1 (centres undefined)	-12	37
C=CCn1c2ccccc2n2cc(-c3ccc(OC)cc3)nc12	-2	36
CN1CCC2(CC1)CN(C(=O)c1ccccc1F)CC2c1nc(-c2ccccc2)n[nH]1 (centres undefined)	1	5
Cc1ccc(NC(=O)Nc2ccc3c(c2)CCN3S(C)(=O)=O)cc1	-11	30
COc1ccc(C2CC(c3ccccc3F)=NN2C(=O)CN2CCCCC2)cc1 (centres undefined)	-2	23
CN(Cc1ccccc1)S(=O)(=O)c1cc(C(=O)Nc2cccc(Cl)c2)ccc1F	1	-11
CN(CCOC(=O)c1cc(Cl)cc(Cl)c1)c1ccc(C#N)cn1	-6	/
Cc1cc([N+](=O)[O-])ccc1NC(=O)c1cncc(Br)c1	6	-3
Cc1sc2ccn(C)c(=O)c2c1C(=O)N1CCN(CC(C)C)CC1	0	14
COc1ccc(C2Nc3ccccc3NC3=C2C(=O)CC(c2ccc(OC)c(OC)c2)C3)cc1 (centres undefined)	-11	20
C=CCNC(=O)C(=O)Nc1cc(C)ccc1OC	4	-2
O=C(CN1C(=O)C(c2ccccc2)=NC12CCCCC2)Nc1ccc2c(c1)OCCO2	-10	8
CCOc1ccc(C(=O)N2CCc3c(nc(-c4ccc(OC)cc4)[nH]c3=O)C2)cc1	-6	-6
Cc1ccc(C=C2Oc3cc(OC(=O)c4cccc([N+](=O)[O-])c4)ccc3C2=O)o1	-2	4
Cc1cccc(CN2CCN(C3CN(Cc4cn(Cc5ccc(F)cc5)nn4)S(=O)(=O)C3)CC2)c1 (centres undefined)	-4	4
COc1ccccc1C(O)Cn1cc(C(=O)N2CCN(c3ccccc3F)CC2)nn1 (centres undefined)	-1	-4
O=C(NCCc1ccccc1)c1cccc(NC(=O)C2CC2)c1	-4	-5
O=C(O)CN(c1cccc([N+](=O)[O-])c1)S(=O)(=O)c1ccccc1	8	-4
Cc1cc(C)cc(NC(=O)O[C@@H]2C[C@H]3C[C@@H]2[C@H]2CCCCN2[C@H]3C)c1	-10	-4
Cc1cc(O)cc2c1C(=O)C(=Cc1ccccc1)O2	-12	0

Part of the list above, with each value named:
> C=CCNC(=O)C(=O)Nc1cc(C)ccc1OC
  Pf apPOL inh = 4	mHTT-CaM PPI inh = -2
> O=C(CN1C(=O)C(c2ccccc2)=NC12CCCCC2)Nc1ccc2c(c1)OCCO2
  Pf apPOL inh = -10	mHTT-CaM PPI inh = 8
> CCOc1ccc(C(=O)N2CCc3c(nc(-c4ccc(OC)cc4)[nH]c3=O)C2)cc1
  Pf apPOL inh = -6	mHTT-CaM PPI inh = -6
> Cc1ccc(C=C2Oc3cc(OC(=O)c4cccc([N+](=O)[O-])c4)ccc3C2=O)o1
  Pf apPOL inh = -2	mHTT-CaM PPI inh = 4

The list continues.
SMILES	Pf apPOL inh	mHTT-CaM PPI inh
O=C(Nc1ccc(I)cc1)c1cccc([N+](=O)[O-])c1	-6	5
O=C(NC1(CCCO)CSCC1O)c1ccccc1 (centres undefined)	2	2
COc1ccc(C2C3C(=O)N(c4ccc(C)cc4)C(=O)C3N3CCCN23)cc1 (centres undefined)	6	1
O=C1C(Nc2ccccc2)=C(n2nnc3ccccc32)C(=O)c2ccccc21	-4	18
CCN1CCN(c2nc(-c3ccccc3)ncc2C(=O)NC(C)(C)C)CC1	-2	-2
CC(C)COc1ccc(C2(C)C(=O)N(CN3CCOCC3)C(=O)N2CN2CCOCC2)cc1 (centres undefined)	-4	4
COc1ccc(Cl)cc1NC(=O)N1CCC(c2nc3ccncc3n2C)C1 (centres undefined)	-10	14
Cc1ccc(CNS(=O)(=O)c2ccc(-c3c(C)noc3C)cc2)o1	-1	-3
COC(=O)C[C@H]1c2cc(C(F)(F)F)ccc2S(=O)(=O)N1C(C)(C)C	0	10
O/N=C/c1cn(-c2ccccc2)nc1-c1cccs1	0	i
CC(=O)Nc1ccc(NC(=O)C2(c3ccccc3)CCCC2)cc1	2	-2
O=C(c1ccc2nc[nH]c2c1)N1CCC(CCOc2ccccc2)CC1	-5	15
O=C(CSc1nccn1-c1ccc([N+](=O)[O-])cc1)Nc1ccc(OC(F)(F)F)cc1	12	24
CN(Cc1ccccc1)S(=O)(=O)c1ccc(C(=O)Nc2nc3c(s2)Cc2ccccc2-3)cc1	-4	8
Cc1cc(NC(=O)C2CCN(S(=O)(=O)c3c(C)n[nH]c3C)CC2)ccc1Br	-3	5
O=S(=O)(CC1NCc2cc(F)ccc21)NCc1ccccc1 (centres undefined)	-19	3
CCCCN1C(=O)c2ccccc2C1C(=O)NC1CCCCC1 (centres undefined)	-8	-5
O=C(O)CCN1C(=O)C(=CC(Cl)=Cc2ccccc2)SC1=S	-23	26
CCN(C)c1nc(N2CCOCC2)nc2c1CNCC2	-6	-2
COc1ccc(S(=O)(=O)NCC2CCCO2)cc1 (centres undefined)	/	-7
O=C1NCCCC1C(=O)NCCN1C(=O)CCC1=O (centres undefined)	-4	-3
Cc1ccc(C2CC(=O)CC(c3ccc(C)cc3)S2)cc1 (centres undefined)	4	-18
O=C(c1ccc(OCCCc2cnc[nH]2)cc1)C1CC1	3	/
O=C1CC(C2CCCO2)C(=O)N1c1cccc(C(F)(F)F)c1 (centres undefined)	-4	-2
Cc1cccc(-c2nc3ccccc3c(=O)n2CC(=O)Nc2ccc(C)c(F)c2)c1	0	3
SMILES	Pf apPOL inh	mHTT-CaM PPI inh
O=S(=O)(c1cccnc1)N1CCCn2nc(-c3ccccc3)cc2C1	-11	17
C#CCSc1nc2ccccc2c(=O)n1C	-2	-2
Cc1noc(C2(NC(=O)c3ccc(C)s3)CCCCC2)n1	-3	0
O=C(Nc1ccccc1Cl)c1cnn2c(C(F)(F)F)cc(-c3ccco3)nc12	-8	1
CC(=O)N1c2c(cc(Br)cc2S(=O)(=O)CCC(=O)NC2CCCC2)CC1C (centres undefined)	0	-2
O=C1CSC(c2ccc(F)c(F)c2)N1c1ccccc1F (centres undefined)	-2	-8
Cc1ccc(/C=C2/SC(=Nc3ccccc3)NC2=O)c(C)c1	-2	11
Cc1cccc(C(C)C)c1NC(=O)COc1ccc([N+](=O)[O-])cc1	-4	4
COc1ccc(/C=C2/N=C(c3cccc(Cl)c3)OC2=O)cc1OC	-1	17
COc1ccc(C2CC(=O)Oc3ccc(O)cc32)cc1 (centres undefined)	-2	5
Cc1ccc(C(=O)N2CC(C(=O)NCC3CC3)C(c3ccccc3C)C2)cc1 (centres undefined)	-4	8
CN1CCN(c2nc(-c3ccncc3)nc3c2CCC3)CC1	4	5
O=C(c1ccco1)N1CCC(OCc2nc(-c3cnccn3)no2)CC1	2	5
CC(C)c1cc(C2CCCN2C(=O)c2ccsc2)no1 (centres undefined)	-3	-1
O=C(c1ccc2ncnc(N3CCCCC3)c2c1)N1CCC(N2CCCCC2)CC1	-8	2
O=C(/C=C/c1ccc2c(c1)OCO2)NC(C(=O)Nc1ccc2c(c1)OCCO2)c1ccccc1 (centres undefined)	-3	19
COc1ccc2oc(=Nc3ccc(C(=O)O)cc3)c(C(=O)Nc3ccccc3)cc2c1	-4	1
O=C(Nc1ccc([N+](=O)[O-])cc1)c1cc2ccccc2o1	-1&-2	4&6
Cc1[nH]nc2nc(SCC(=O)NCc3ccco3)n(-c3ccc(Br)cc3)c(=N)c12	-2	80*
O=[N+]([O-])c1cccc(C2=Nn3c(nnc3-c3ccc(Cl)cc3Cl)SC2)c1	31	9
O=S1(=O)C=C(Sc2nc3ccccc3s2)c2ccccc21	-3	2
CCCCCCOc1ccc(C2C(=O)N(C3CCCCC3)CC(=O)N2C2CC2)cc1 (centres undefined)	-11	-1
CC(C)CCn1c(Br)nc2c1c(=O)n(CC(N)=O)c(=O)n2C	0	0
Cn1c(-c2ccc([N+](=O)[O-])cc2)nc2ccccc21	-8	5
CC(O)(CNC(=O)CC1CCCC1)c1ccco1 (centres undefined)	2&0	-3&-22

Sorted by number of heavy atoms (ascending): some entries from above
SMILES	Pf apPOL inh	mHTT-CaM PPI inh
C#CCSc1nc2ccccc2c(=O)n1C	-2	-2
O=C1CSC(c2ccc(F)c(F)c2)N1c1ccccc1F (centres undefined)	-2	-8
O=C(/C=C/c1ccc2c(c1)OCO2)NC(C(=O)Nc1ccc2c(c1)OCCO2)c1ccccc1 (centres undefined)	-3	19

Later entries.
SMILES	Pf apPOL inh	mHTT-CaM PPI inh
Cc1ccccc1CNC(=O)c1ccn2c(-c3ccc(F)cc3)nnc2c1	-3	-6
Cc1c(Cl)c([N+](=O)[O-])nn1CCCC(=O)NC1CCCCC1	0	0
O=C(Nc1ccc(Cl)cn1)c1cccc(Cl)c1Cl	-5	-1
Cn1nc(-c2nc(-c3cccc(F)c3)no2)c2c1CCN(C(=O)c1cccs1)C2	-1	61*
O=C(NCCn1ccc2ccccc21)c1ccccc1F	4	2
COc1ccc(-c2nc3c(c(=O)[nH]2)CCN(C(=O)Cc2c[nH]c4ccccc24)C3)cc1	1	23
O=C(c1ccc(Cl)s1)N(Cc1ccccn1)c1nc2c(F)cc(F)cc2s1	0	-17
O=C(c1ccc([N+](=O)[O-])cc1)N1CCN(c2ccccc2F)CC1	-3	-2
Cc1cc(C)n(C(=O)Nc2ccccc2)n1	-3	1
COc1ccc(CN2CCN(C(=O)c3sccc3C)CC2)cn1	-3	6
O=C(Nc1ccc(Br)cc1)c1c(O)c2cccc3c2n(c1=O)CC3	-6	-9
CCOc1ccc(/C=C2/C(=O)N(c3ccccc3)N=C2C)c(OCC)c1	9	14
O=C(O)/C=C/C(=O)Nc1ccccc1C#Cc1ccc(Br)cc1	1	-10
CC1(C)CC(=O)C(=Cc2cn(-c3ccccc3)nc2-c2ccc(Cl)cc2)C(=O)C1	0	-1
COCOCCn1cc(CN2CCS(=O)(=O)N(Cc3ccc(-c4ccc(C)cc4)cc3)C(C(C)C)C2=O)nn1 (centres undefined)	-12	10

No new results follow: an excerpt of the list.
SMILES	Pf apPOL inh	mHTT-CaM PPI inh
CC1(C)CC(=O)C(=Cc2cn(-c3ccccc3)nc2-c2ccc(Cl)cc2)C(=O)C1	0	-1
COCOCCn1cc(CN2CCS(=O)(=O)N(Cc3ccc(-c4ccc(C)cc4)cc3)C(C(C)C)C2=O)nn1 (centres undefined)	-12	10

Laid out differently: entries from further up.
> O=C(c1ccc([N+](=O)[O-])cc1)N1CCN(c2ccccc2F)CC1
- Pf apPOL inh = -3
- mHTT-CaM PPI inh = -2

> Cc1cc(C)n(C(=O)Nc2ccccc2)n1
- Pf apPOL inh = -3
- mHTT-CaM PPI inh = 1

> COc1ccc(CN2CCN(C(=O)c3sccc3C)CC2)cn1
- Pf apPOL inh = -3
- mHTT-CaM PPI inh = 6

> O=C(Nc1ccc(Br)cc1)c1c(O)c2cccc3c2n(c1=O)CC3
- Pf apPOL inh = -6
- mHTT-CaM PPI inh = -9

A portion of the library (hit frequency here may not be typical).
